Rin1-Abl PPI inh: inhibitors of human Rin1-Abl protein interaction; P00519+Q13671; TR-FRET Rin1/Abl binding, biochemical; inhibition, % at 7.35 µM; 0.4% of 360,000 active; in the data active = inhibition above about 5%, passing the limit was not always enough
Neddylation inh: cullin neddylation inhibition | calls only at 25 µM | TR-FRET cullin neddylation, biochemical | 0.58% of 360,000 active; in the data active = inhibition above about 36%
E coli Lon inh: inhibits E. coli Lon protease; P0A9M0; inhibition, % at 7.94 µM; 0.42% of 360,000 active; purified E. coli Lon protease, fluorescence polarization; AID 602123; in the data active = inhibition above about 13%, passing the limit was not always enough;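 also: 0% = enzyme with probe and DMSO and 100% = no enzyme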
MsrA act: activators of bovine methionine sulfoxide reductase A; purified bovine MsrA, absorbance read-out; 0.3% of 360,000 active; activation, % at 10.6 µM; in the data active = activation above about 7.5%;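 also: 0% = vehicle and 100% = reference activator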
SKN-1 inh: C. elegans SKN-1 inhibition; C. elegans VP596 Pgst-4::GFP/RFP ratio, acrylamide-induced, 24 h; inhibition, % at 21.8 µM; 0.49% of 360,000 active;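 active = interference check ratio from 0.5 to 1.5 plus GFP to RFP signal ratio inhibition reaching or exceeding a fixed threshold, cut at about 30% in these data, passing the limit was not always enough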; also: some compounds called inactive have numbers as strong as hits
FAS TE block: FAS thioesterase (human) inhibition. P49327. recombinant FAS-TE, OMFH fluorogenic substrate, fluorescence endpoint. inhibition, % at 15 µM. 0.67% of 360,000 active. AID 602261;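 active = compounds whose normalised, plate-corrected inhibition of enzyme fluorescence in the single-dose primary screen is 50% or more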;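 also: 0% = DMSO with enzyme and 100% = substrate without enzyme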
MT1-MMP act inh: inhibitors of human MT1-MMP activation; GFP/RFP ratio change, % at 20 µM; 0.061% of 360,000 active; HT1080 RFP-PRO-GFP cells, GFP/RFP ratio fluorescence, overnight; percent of plate control window, DMSO zero;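 active = GFP/RFP ratio change of at least 30% with cell ATP level not reduced by more than half and red fluorescence within 50% of control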; also: strong numbers were not always called active
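Test system: HT1080 RFP-PRO-GFP cells; Benchmarks: DMSO and RFP-L50D-GFP cell wells; Timing: cells overnight before dosing, compound overnight, 37 °C, 5% CO2; Compound: one 20 µM compound dose with 1% DMSO; Read-out: GFP/RFP fluorescence ratio.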
MsrA inhibitor: inhibits bovine methionine sulfoxide reductase A; purified bovine MsrA, absorbance read-out; inhibition, % at 15.5 µM; 0.75% of 360,000 active; in the data active = inhibition above about 4.5%;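 also: 0% = vehicle wells with enzyme and 100% = reference inhibitor wells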
NRP1-CendR mod: NRP-1/CendR interaction modulation. FAM-RPARPAR peptide binding to NRP-1, fluorescence polarization. inhibition, % at 25 µM. 0.85% of 360,000 active. O14786;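 active = inhibition or corrected inhibition above about 18%, plus a signal ratio from 0.5 to 1.5, limit read from the data, passing the limit was not always enough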; also: strong numbers were not always called active
* marks the source's active call; other numbers are inactive results; i = inactive; x = no result given; + = active, no number.

#1 CC1Cc2ccccc2N1C(=O)C1CC(=O)N(c2ccccc2)C1 (centres undefined)
#2 CN(CC(=O)Nc1ccc(Cl)c(C(F)(F)F)c1)C(=O)COc1cccc2cccnc12
#3 Fc1cccc(Cc2c(-c3ccco3)nc3c4ccccc4ccn23)c1
#4 c1ccc(N2CCN(c3ncccn3)CC2)cc1
#5 COC(=O)C[C@@H]1CC[C@H](NC(=O)Cc2ccccn2)[C@@H](CO)O1
#6 Cc1cccc(NC(=O)CSc2nnc(-c3n[nH]c4ccccc34)o2)c1
assay / entry	1	2	3	4	5	6
Rin1-Abl PPI inh	3	2	-1	-3	x	0
Neddylation inh	i	i	i	i	i	i
E coli Lon inh	-1	-1	-11	6	x	-7
MsrA act	-3	-9	0	-15	x	-3
SKN-1 inh	5	13	23	11	-4	0
FAS TE block	-2	8	22	-3	x	-20
MT1-MMP act inh	-3	1	-6	x	-1	0
MsrA inhibitor	-1.1	0.7	1.5	0.3	-0.2	-0.4
NRP1-CendR mod	21	-2	-35	2	7	-7

#7 CCCCn1c(N)c(N(CCOC)C(=O)c2c(-c3ccccc3)noc2C)c(=O)[nH]c1=O
#8 CC(NC(=O)CSc1n[nH]c(N)n1)c1ccccc1 (centres undefined)
#9 CCC1(C)N([O-])C(C)=C(c2ccccc2)[N+]1=O (centres undefined)
#10 N#Cc1ccsc1NC(=O)CN1C(=O)NC2(CCCCC2)C1=O
#11 CCN(CC)S(=O)(=O)c1ccc(O)c(NC(=O)COc2ccc(S(=O)(=O)N3CCOCC3)cc2)c1
#12 CC(C)Cc1nnc(NC(=O)CN2C(=O)C3CCCCC3C2=O)s1 (centres undefined)
assay / entry	7	8	9	10	11	12
Rin1-Abl PPI inh	4	1	1	2	4	0
Neddylation inh	i	i	i	i	i	i
E coli Lon inh	6	-8	-7	-29	-5	-6
MsrA act	-2	-4	-3	-5	0	-2
SKN-1 inh	6	9	17	-5	-6	2
FAS TE block	-6	-6	-6	-7	-2	-7
MT1-MMP act inh	1	1	0	-5	-4	0
MsrA inhibitor	1.3	-0.4	1.1	0.5	-0.1	0.2
NRP1-CendR mod	-4	5	-3	-69	12	3

#13 C[C@H](NC(=O)OCc1ccccc1)c1nnc([C@H](Cc2ccccc2)NC(=O)OC(C)(C)C)o1
#14 O=C(c1cc2ccccc2oc1=O)N(c1ccccc1)C1C=CS(=O)(=O)C1 (centres undefined)
#15 O=c1cc(-c2ccc(Cl)cc2)nc(N2CCN(c3ccccc3)CC2)[nH]1
#16 CCOc1ccc(-c2nc(S(=O)(=O)c3ccccc3)c(N3CCC(C(N)=O)CC3)o2)cc1
#17 COC(=O)[C@H](CCSC)NC(=O)NCc1cccs1
#18 CC(C)(C)OC(=O)N1CCC(C(=O)Nc2ccc(C(=O)N3CCCC3)cc2)CC1
assay / entry	13	14	15	16	17	18
Rin1-Abl PPI inh	4	3	3	1	-2	6
Neddylation inh	i	i	i	i	i	i
E coli Lon inh	-12	-2	-3	9	-10	1
MsrA act	-1	-5	-1	-1	-11	0
SKN-1 inh	13	7	1	-13	1	-2
FAS TE block	-2	-12	1	-7	-2	-6
MT1-MMP act inh	2	-1	6	-2	-6	4
MsrA inhibitor	-0.1	0.6	-0.7	-0.3	-0.4	0.3
NRP1-CendR mod	19	5	8	-3	-6	-8

#19 O=C(CC1CCCC1)NCCS(=O)(=O)N1CCN(c2ccccc2F)CC1
#20 CCN(CC(=O)Nc1c(F)cccc1F)C(=O)c1ccc(=O)n(Cc2ccccc2)n1
#21 CSc1ccccc1NC(=O)CN(C)CC(=O)Nc1cccc(Br)c1
#22 Cc1ccc2c(c1)-c1cc(C)ccc1C2=O
#23 CCOc1ccc(S(=O)(=O)Nc2cccc(C(=O)N(C)CC(=O)Nc3cccc(OC)c3)c2)cc1
#24 COc1cc(C(=S)N2CCOCC2)cc(OC)c1OC(=O)c1ccc(C)cc1
assay / entry	19	20	21	22	23	24
Rin1-Abl PPI inh	3	-3	-1	1	2	-4
Neddylation inh	i	i	i	i	i	i
E coli Lon inh	1	8	3	-3	-9	3
MsrA act	0	-2	-1	-3	-4	-5
SKN-1 inh	15	7	-10	2	7	5
FAS TE block	-3	-4	19	26	9	8
MT1-MMP act inh	2	-6	-1	3	0	0
MsrA inhibitor	-1.8	-0.2	0.8	-0.3	0.5	0.9
NRP1-CendR mod	-6	4	-12	6	-1	-10

Retrieved by structure from the entries so far, six records:
#21 CSc1ccccc1NC(=O)CN(C)CC(=O)Nc1cccc(Br)c1
#23 CCOc1ccc(S(=O)(=O)Nc2cccc(C(=O)N(C)CC(=O)Nc3cccc(OC)c3)c2)cc1
#24 COc1cc(C(=S)N2CCOCC2)cc(OC)c1OC(=O)c1ccc(C)cc1
#19 O=C(CC1CCCC1)NCCS(=O)(=O)N1CCN(c2ccccc2F)CC1
#20 CCN(CC(=O)Nc1c(F)cccc1F)C(=O)c1ccc(=O)n(Cc2ccccc2)n1
#22 Cc1ccc2c(c1)-c1cc(C)ccc1C2=O
assay / entry	21	23	24	19	20	22
Rin1-Abl PPI inh	-1	2	-4	3	-3	1
Neddylation inh	i	i	i	i	i	i
E coli Lon inh	3	-9	3	1	8	-3
MsrA act	-1	-4	-5	0	-2	-3
SKN-1 inh	-10	7	5	15	7	2
FAS TE block	19	9	8	-3	-4	26
MT1-MMP act inh	-1	0	0	2	-6	3
MsrA inhibitor	0.8	0.5	0.9	-1.8	-0.2	-0.3
NRP1-CendR mod	-12	-1	-10	-6	4	6

Next part
#25 CCCOc1ccc(CNCCCOCC)cc1OC
#26 COc1ccccc1-c1cc(C(=O)NCc2cccs2)no1
#27 Cc1ccc(NC(=O)Nc2cccc([N+](=O)[O-])c2)nc1
#28 CSCCC(c1nc2ccccc2[nH]1)n1c(-c2ccc3ncccc3c2)nc2ccccc21 (centres undefined)
#29 COc1ccc2c(c1)CC/C2=N\NC(=O)c1ccccc1
#30 O=C1C(Cl)=C(NCCCO)C(=O)c2ccccc21
assay / entry	25	26	27	28	29	30
Rin1-Abl PPI inh	-1	-1	-1	x	-2	-17
Neddylation inh	i	i	i	i	i	i
E coli Lon inh	-15	-3	-3	x	-7	3
MsrA act	-5	0	-2	x	-4	0
SKN-1 inh	1	5	-6	-17	-4	4
FAS TE block	-1	8	-4	x	-6	0
MT1-MMP act inh	-1	21	0	-3	6	8
MsrA inhibitor	-0.8	0.1	-0.6	0.2	1.4	1.1
NRP1-CendR mod	4	0	-7	2	13	12

#31 CCOC(=O)c1ccc(Oc2nc(N(C)C)nc(N3CCOCC3)n2)cc1
#32 Cc1ccccc1NC(=O)COc1ccc2oc(=O)cc(C)c2c1
#33 O=C(Nc1cccc(O)c1)c1cccc(NC(=O)c2cccs2)c1
#34 CCCc1[nH][nH]c(=O)c1C(c1ccc(Cl)cc1)C(C#N)C#N (centres undefined)
#35 O=S(=O)(c1cccs1)N1CCN(c2cccc(Cl)c2)CC1
#36 O=P(c1ccccc1)(c1ccccc1)C(O)c1cccs1 (centres undefined)
assay / entry	31	32	33	34	35	36
Rin1-Abl PPI inh	-1	-1	2	0	-2	2
Neddylation inh	i	i	i	i	i	i
E coli Lon inh	-5	9	7	2	-6	3
MsrA act	-2	-4	-1	1	-5	-1
SKN-1 inh	-6	8	1	6	-19	0
FAS TE block	14	-6	5	10	20	-6
MT1-MMP act inh	0	2	2	-13	0	-3
MsrA inhibitor	-0.4	2.2	-0.4	2.0	-0.1	-0.2
NRP1-CendR mod	-10	-8	-14	0	-5	-5

#37 C[C@H](NC(=O)c1[nH]cnc1C(=O)Nc1ccon1)c1ccccc1
#38 CC1CCCN(S(=O)(=O)c2coc(C(N)=O)c2)C1 (centres undefined)
#39 CC(C)Cn1c(SCC(=O)N2CCOCC2)nc2ccccc2c1=O
#40 CCOC(=O)C1CCN(c2c(NCCCN(C)C3CCCCC3)c(=O)c2=O)CC1
#41 O=C(C1CSC2(c3ccc(F)cc3)CCC(=O)N12)N1CCCCCC1 (centres undefined)
#42 CCCc1ncc(CN2CCCC(C(=O)Nc3ccc(-c4cccc(OC)c4)cc3)C2)cn1 (centres undefined)
assay / entry	37	38	39	40	41	42
Rin1-Abl PPI inh	6	-2	4	1	-1	6
Neddylation inh	i	i	i	i	i	i
E coli Lon inh	8	-6	-11	-14	3	-6
MsrA act	-4	-6	-4	0	1	-4
SKN-1 inh	0	-17	-2	14	-3	-2
FAS TE block	-13	-8	0	-7	-7	10
MT1-MMP act inh	8	-1	-2	0	-2	0
MsrA inhibitor	-0.6	-0.3	-0.8	0.2	0.4	-1.0
NRP1-CendR mod	0	3	-6	6	-15	2

#43 CC(=O)Nc1ccc(C)cc1
#44 CCCn1cnc2sc(C(N)=O)c(C)c2c1=O
#45 O=C(Nc1nnc(-c2ccccc2)o1)NC1CCCCC1
#46 COc1ccc(C2(C(=O)NCCc3ccccc3)CCCC2)cc1OC
#47 Cc1ccccc1OCc1n[nH]c(=S)n1Cc1ccccc1
#48 CCN1CCN(c2nc3c(C)cccn3c(=O)c2C=C(C#N)C#N)CC1
assay / entry	43	44	45	46	47	48
Rin1-Abl PPI inh	3	2	-7	4	3	-4
Neddylation inh	i	i	i	i	i	i
E coli Lon inh	9	-5	2	-5	-9	20
MsrA act	1	1	0	-1	-1	-3
SKN-1 inh	17	27	6	2	-15	0
FAS TE block	-5	-6	-4	-5	5	-6
MT1-MMP act inh	0	1	13	1	3	-6
MsrA inhibitor	0.2	1.0	0.8	x	0.7	1.4
NRP1-CendR mod	0	-4	1	0	4	3

#49 Cc1c(C)c2ccc(OCC(=O)NCCN3CCOCC3)c(C)c2oc1=O
#50 COc1ccc(C(=O)N2CCC(C(=O)Nc3cccc(C)c3)CC2)cc1OC
#51 Cc1ccc(C23CC4CC(CC(NC(=O)NN)(C4)C2)C3)cc1
#52 CCCCCc1nc2sc3c(c2c(=O)n1NC(=O)c1ccc([N+](=O)[O-])cc1)CC(C)(C)OC3
#53 CN1CCN(c2nc3ccccn3c(=O)c2/C=C(\C#N)S(=O)(=O)c2ccc(Cl)cc2)CC1
#54 CCSc1nnc(NC(=O)C(C)(C(F)(F)F)C(F)(F)F)s1
#55 CSc1ccccc1NC(=O)CN(C)CC(=O)c1[nH]c(C)c(C(C)=O)c1C
#56 O=C(/C=C/c1ccc(Cl)cc1Cl)OCC(=O)N1CCCC1
#57 Cc1ccc(S(=O)(=O)NC(Cc2ccc(Cl)cc2)C(=O)O)cc1 (centres undefined)
assay / entry	49	50	51	52	53	54	55	56	57
Rin1-Abl PPI inh	1	-4	2	3	-5	-1	1	-2	2
Neddylation inh	+	i	i	i	i	i	i	i	i
E coli Lon inh	-11	1	-7	-4	0	9	3	-8	1
MsrA act	-4	-2	-5	0	-4	-10	-5	-1	-2
SKN-1 inh	0	0	12	11	1	-13	-10	5	10
FAS TE block	-6	-7	-3	78*	25	-4	-3	-5	-4
MT1-MMP act inh	5	6	-1	-18	-2	-4	-2	-6	1
MsrA inhibitor	1.0	-0.5	-1.2	2.8	2.0	-0.1	0.6	0.7	-0.5
NRP1-CendR mod	-9	-4	0	6	0	5	-6	-1	7

Screening data from PubChem.
